Screening results from PubChem.
Giardia kill – Giardia lamblia killing | Giardia lamblia trophozoite viability | activity change, % at 7.66 µM, hits read low | 340,000 tested, 0.15% active; in the data active = activity change below about -80%; inconclusive = between about -30% and that limit;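 note: parasites exposed to compound for two days anaerobically before the ATP read; % is set by controls: 0 for no effect and ±100 for the full control effect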
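ATP-content bioluminescence gauges trophozoite survival. Cells (100/well) receive compound and incubate anaerobically for 48 hrs at 37 deg C; detection reagent follows for 15-30 min at room temperature.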
PKM2 activator – PKM2 (human) enzyme activation | P14618 | purified PKM2, Kinase-Glo ATP luminescence, activation; response scale: 0% is enzyme alone, no compound | Potency, µM (doses to about 57.5 µM), inactives show at the highest dose activation, actives largely listed as activators | 260,000 tested, 0.34% active | AID 1631; note: potency is the fitted concentration of half-maximal effect; % is set by controls: 0 for no effect and ±100 for the full control effect; nearly all actives have a fitted effect of over 55% in size
Target sequence (P14618 whole entry, looked up): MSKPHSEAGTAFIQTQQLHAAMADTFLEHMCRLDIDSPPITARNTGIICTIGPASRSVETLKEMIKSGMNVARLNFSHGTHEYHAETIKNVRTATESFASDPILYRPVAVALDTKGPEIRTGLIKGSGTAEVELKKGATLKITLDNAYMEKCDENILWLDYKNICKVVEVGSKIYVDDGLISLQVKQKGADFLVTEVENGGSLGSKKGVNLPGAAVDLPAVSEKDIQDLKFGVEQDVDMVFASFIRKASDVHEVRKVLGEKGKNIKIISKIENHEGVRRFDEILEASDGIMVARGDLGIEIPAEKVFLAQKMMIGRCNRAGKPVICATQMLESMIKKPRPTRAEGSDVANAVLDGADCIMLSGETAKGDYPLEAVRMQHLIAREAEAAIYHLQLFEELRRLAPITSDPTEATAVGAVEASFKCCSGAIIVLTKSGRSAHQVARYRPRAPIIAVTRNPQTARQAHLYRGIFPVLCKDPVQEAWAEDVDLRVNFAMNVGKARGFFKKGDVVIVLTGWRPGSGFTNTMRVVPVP
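Purified hPK-M2 (>95%) run at intermediate activity with 0.1 mM ADP and 0.5 mM PEP in 50 mM imidazole pH 7.2, KCl, MgCl2; 1 h room temperature. ATP formed read by Kinase-Glo luminescence; normalized to uninhibited and no-enzyme controls.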
FBPA coupling cs – counter-screen for Giardia aldolase inhibitors: coupling enzyme system. coupling enzyme system counterscreen, AmpLite Red fluorescence. activity change, negative = inhibition, % at 58.2 µM, hits read low. 290,000 tested, 0.67% active. AID 2472; in the data active = activity change below about -30%; note: % is set by controls: 0 for no effect and ±100 for the full control effect
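First, compound is pin-transferred into glyceraldehyde-3-phosphate coupling-enzyme reagent at 57.5 uM final and held 10 min at RT. Next, substrate, coupling system and AmpLite Red are added. After 20 min RT, fluorescence (525/598 nm) is read.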
Chronic BCR inh – blocks chronic active B-cell receptor signaling; 340,000 tested, 0.05% active; ABC-DLBCL IkBa-CBG/CBR reporter, luminescence ratio, 4 h; Potency, µM (series often up to 46.1 µM), inactives show at the top dose ratio change, negative = lower green/red ratio, actives largely listed as inhibitors; AID 493014; active = well fitted inhibition curve with a large enough effect in the signal ratio, with a control signal flat, not every such curve was filed as active; inconclusive = small, poorly fitted or top-dose-only effect, or effect the other way, or a change in a side signal; the % refers to the signal ratio;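 note: potency is the fitted concentration of half-maximal effect; plate controls were basal doxycycline-induced cells for no effect and cells given 10 µM MG132 for full effect; MG132 reads +100%, hits lower the ratio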
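Doxycycline induced both beetle luciferases in TMD8 lymphoma cells; IKK-driven degradation limits the IkappaBalpha-fused green signal, while red luminescence normalises for cell number and nonspecific effects. Compounds tested up to 46 uM, 4 hrs.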
Menin MLL FP TR – menin-MLL binding inhibition, Texas Red mutant peptide; O00255; Menin + Texas Red MLL mutant peptide, fluorescence polarization; Potency, µM (series often up to 61.6 µM), for inactives: at the highest dose FP activity change, negative = inhibition, actives largely listed as inhibitors; 270,000 tested, 0.23% active; active = well fitted inhibition curve with a large enough effect in the polarisation, with a control signal flat, not every such curve was filed as active; inconclusive = small, poorly fitted or top-dose-only effect, or effect the other way, or a change in a side signal; inactive = no such curve, though single readings can be large or run the other way; the % refers to the polarisation; note: potency is the fitted concentration of half-maximal effect; % of control where 0% means no effect; many of its hits are not listed in these tables
Tb PFK block – T. brucei PFK enzyme inhibition. O15648. T. brucei PFK, ADP-Glo luminescence. Potency, µM (titrated, usually from 57.5 µM), for inactives: at the highest dose activity, negative = inhibition, hits mostly inhibitors. 330,000 tested, 0.17% active;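 note: potency is the fitted concentration of half-maximal effect; 0% = uninhibited 1x PFK enzyme wells and -100% = no-enzyme wells; nearly all actives have a fitted effect of over 60% in size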
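Luminescent ADP detection (ADP-Glo, two-step: ATP depletion then ADP-to-ATP conversion for luciferase) reported PFK activity after 45 min room-temperature reaction of 1.25 nM enzyme with 0.5 mM F6P and 0.1 mM ATP at pH 8.0.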
Integrin act MD – integrin-mediated muscular dystrophy alleviation activation; Potency, µM (titrated, usually from 38.3 µM), without a hit: top-dose activation, most hits filed as activators; AID 624291; 350,000 tested, 0.064% active; alpha7betagal myoblasts, beta-gal FDG fluorescence, 48 h;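 note: potency is the fitted concentration of half-maximal effect; 100% = response of the positive control SU9516; nearly all actives have a fitted effect of over 60% in size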
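alpha7betagal+/- myoblasts (passage 13, 250/well) treated 48 h at 37C with compounds at 1:260 dilution of DMSO stock. Lysed, then beta-galactosidase activity read as FDG fluorescence (ex 480/em 540) after 30 min, with pre-read for autofluorescence.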
PTAP TSG101 blk – blocks PTAP/TSG101 interaction to inhibit HIV-1 budding; Potency, µM (series often up to 115 µM), for the others: top-dose activity change, negative = inhibition, actives largely listed as inhibitors; Fluorescence polarization, FITC-PTAP peptide / Tsg101 binding; AID 493005; Q99816; 340,000 tested, under 10 active; active = well fitted inhibition curve with a large enough effect in the main read-out, with a control signal flat, not every such curve was filed as active; inconclusive = small, poorly fitted or top-dose-only effect, or effect the other way, or a change in a side signal; inactive = no such curve, though single readings can be large or run the other way; note: potency is the fitted concentration of half-maximal effect; % of control where 0% means no effect
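FP read-out: FITC-PTAP peptide, 50 nM final, binding Tsg101 binding domain, 10 uM final; 20 min, r.t.; 10 mM HEPES pH 7.5, 0.15 M NaCl, 0.01% Tween 20, 3 mM EDTA, 0.1 mM TCEP.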
GALK inh – galactokinase (human) inhibition; AID 1868; Purified GALK, Kinase-Glo residual ATP luminescence; 270,000 tested, 0.007% active; Potency, µM (top dose mostly 57.5 µM), without a hit: at the top dose activity change, negative = inhibition, actives largely listed as inhibitors; P51570; note: potency is the fitted concentration of half-maximal effect; % is set by controls: 0 for no effect and ±100 for the full control effect
Target sequence (P51570 whole entry, looked up): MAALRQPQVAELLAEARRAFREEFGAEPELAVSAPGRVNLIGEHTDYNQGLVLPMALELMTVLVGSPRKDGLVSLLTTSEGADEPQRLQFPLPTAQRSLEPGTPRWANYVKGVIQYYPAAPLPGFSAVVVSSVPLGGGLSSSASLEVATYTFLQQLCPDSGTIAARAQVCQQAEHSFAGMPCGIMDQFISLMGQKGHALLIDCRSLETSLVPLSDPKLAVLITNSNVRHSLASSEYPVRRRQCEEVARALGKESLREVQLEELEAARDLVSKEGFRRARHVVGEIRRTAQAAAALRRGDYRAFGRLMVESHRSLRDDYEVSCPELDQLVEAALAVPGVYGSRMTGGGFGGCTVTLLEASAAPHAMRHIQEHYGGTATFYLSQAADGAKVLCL
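5 nM enzyme, 35 uM ATP, 100 uM galactose, 20 mM HEPES pH8.0, 5 mM MgCl2; 1 h RT; residual ATP by Kinase-Glo Plus luminescence, qHTS format.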
ASM inhibitor – blocks human secretory acid sphingomyelinase | P17405 | placental ASM, HMU-PC fluorogenic substrate, 60 min | Potency, µM (doses to about 57.5 µM), for inactives: top-dose activity change, negative = inhibition, usual class: inhibitors | 340,000 tested, 0.006% active | AID 504937; note: potency is the fitted concentration of half-maximal effect
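qHTS format. ASM enzyme prepared from human placenta hydrolyses the fluorogenic substrate HMU-PC0 (9 uM final) over 60 min at 37 °C after a 10 min compound preincubation.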
B2AR arrestin – agonists driving beta-arrestin recruitment to human beta2-adrenergic receptor | AID 492947 | P07550 | Potency, µM (top dose mostly 46.1 µM), for inactives: top-dose activation, hits mostly activators | beta-arrestin recruitment to beta2AR, cell-based reporter | 330,000 tested, 0.02% active;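 note: potency is the fitted concentration of half-maximal effect; 0% = DMSO controls and full agonism = EC100 isoproterenol or metaproterenol; nearly all actives have a fitted effect of over 65% in size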
* = called active by the depositor; ? = inconclusive; . = not tested or not shown; & = joins results of further samples; [ ] = another dose, or the depositor's remark. Unless noted, calls come from the whole dose curve; as a rule, active = well fitted curve in the direction sought with a large enough effect; inconclusive = small, poorly fitted or top-dose-only effect, or another doubt; inactive = no such curve, though single readings can be large; an effect the other way counts as inactive or inconclusive. Only part of the results is shown (hit frequency here may not be typical).

SMILES	Giardia kill	PKM2 activator	FBPA coupling cs	Chronic BCR inh	Menin MLL FP TR	Tb PFK block	Integrin act MD	PTAP TSG101 blk	GALK inh	ASM inhibitor	B2AR arrestin
O=C1Nc2ccccc2C12OCCCCO2	-14	4%	-2	2%	?	0%	-3%	-6%	-2%	1%	0.5%
Cc1ccc2c(c1)nnn2C1CCN(CC(=O)N2c3ccccc3CC2C)CC1 (centres undefined)	23	-5%	.	0%	-18%	-1%	-34%	-5%	-2%	0%	-0.4%
c1coc(CNc2nc3nonc3nc2NCc2ccco2)c1	6&-2	-6%	-24	?	?	-9%	-38%	-9%	-3%	-10%	?
COCCn1c(SCC(=O)NC(=O)NC2CCCC2)nc2ccccc2c1=O	10	.	.	5%	.	-8%	-15%	2%	.	2%	-0.2%
CC(C)n1cc(/C=N\NC(=O)c2cc3c(ccc4ccccc43)o2)c2ccccc21	9	11%	-2	4%	?	-1%	27%	1%	1%	-2%	-1.7%
N#C/C(=C/c1ccc(-c2cc([N+](=O)[O-])ccc2Cl)o1)C(N)=O	-3	-5%	1	1%	.	1%	-15%	0%	0%	3%	-0.5%
CCOC(=O)c1cc(NC(=O)N2CCOCC2)c(C)nc1C	6	13%	5	1%	-22%	-3%	2%	-3%	1%	2%	-0.3%
Cc1nnc(SCc2cc([N+](=O)[O-])cc3c2OCOC3)[nH]c1=O	9	-9%	11	2%	.	-5%	7%	0%	1%	2%	0.2%
CSc1nsc(SCC(=O)Nc2cccc(C(C)=O)c2)n1	4	3%	-1	0%	12%	-4%	7%	-1%	-4%	-1%	0.3%
Cc1ccc(NC(=O)/C(=C\c2cccnc2)NC(=O)c2ccccc2)cc1	6	1%	2	-1%	1%	3%	10%	-1%	6%	.	3.8%
Cc1ccc(C(=O)CC(Nc2ccc(F)cc2)c2ccccc2)cc1 (centres undefined)	-2	1%	0	5%	16%	-8%	3%	0%	0%	-7%	-0.4%
Cc1ccc(-c2nnc(SCC#N)n2N)cc1	-2	4%	0	?	-9%	-11%	12%	-5%	-4%	3%	-0.3%
O=C(CCCc1ccccc1)Nc1ccnn1C1CCN(Cc2ccccn2)CC1	-14	9%	.	2%	.	-3%	22%	-9%	-1%	4%	0.2%
NC(=O)c1ccsc1NC(=O)CN1C(=O)C2CC=CCC2C1=O (centres undefined)	1	1%	0	5%	-3%	-1%	0%	-1%	-2%	0%	0.2%
O=C(NC1CCCCC1)NC1CCN(CC(=O)N2CCOCC2)CC1	-3	6%	1	8%	-1%	-5%	-2%	-2%	-5%	0%	-0.3%
CCc1cccc(C)c1NC(=O)CN(C)Cc1ccccc1F	23	8%	-1	-1%	-10%	-1%	4%	-4%	-2%	3%	0.1%
Nc1nnc(SCC(=O)NNC(=O)c2ccc([N+](=O)[O-])cc2)s1	12	.	.	1%	.	-1%	4%	-2%	.	-2%	0.0%
CC1CCCCN1Cc1c(O)ccc2c(=O)c(-c3ccccc3)coc12 (centres undefined)	-4	.	1	8%	6%	-3%	-21%	-1%	5%	151%[activator]	0.2%
CC(C(=O)Nc1ccccc1Br)N1c2cccc3cccc(c23)S1(=O)=O (centres undefined)	-4	-20%	.	-1%	.	1%	-12%	0%	8%	13%	-0.1%
C/C(N)=C(/C#N)C(=O)COC(=O)CCSc1ccccc1	12&-20	-3%	1	?	2%	3%	10%&13%	-1%&-5%	0%	-1%&2%	-0.4%
O=C(COC(=O)c1cc(-c2ccc(F)cc2)nc2ccccc12)NCC1CCCO1 (centres undefined)	-6	-2%	-1	?	17%	1%	23%	-1%	9%	7%	0.0%
Cc1ccc(C(=O)N[C@H](C(=O)N2CCN(c3ccccc3F)CC2)C(C)C)cc1	28	0%	0	6%	-16%	1%	13%	0%	-3%	-1%	0.1%
COC(=O)CCCCC(=O)OC	-25	.	.	1%	.	1%	.	0%	.	0%	0.5%
COc1ccc(CNC(C)C(=O)Nc2ccc3ccccc3c2)cc1OC (centres undefined)	6	2%	2	3%	-11%	-4%	11%	-3%	1%	3%	-0.4%
CCC(C)NC(=O)CSc1nc2ccsc2c(=O)n1-c1ccc(OC)cc1 (centres undefined)	-1	1%	-10	-1%	-10%	6%	-9%	-8%	3%	0%	-0.8%
O=C(CCc1nnc(CCc2ccccc2)o1)N1CCCC1c1nccs1 (centres undefined)	10	?	1	1%	-6%	-6%	2%	-1%	-2%	1%	0.1%
CCC(=O)N(CCO)Cc1cc2ccc(C)c(C)c2[nH]c1=O	-8	-5%	0	-25%	3%	4%	-7%	-1%	0%	1%	-1.3%
N#Cc1cnc(SCC(=O)Nc2ccccc2C(F)(F)F)nc1N	?	4%	2	0%	2%	-2%	1%	.	2%	10%	-1.0%
CCOC(=O)Cn1nnnc1C(CC)N(Cc1cccs1)Cc1cc2cc(C)ccc2[nH]c1=O (centres undefined)	13	1%	-3	5%	-14%[11.7 µM]	-3%	9%	-1%	3%	-14%	0.1%
Cc1cccc(C)c1OCC(=O)N1CC2(C)CC1CC(C)(C)C2 (centres undefined)	-7	-3%	6	?	-4%	0%	20%	-9%	0%	-1%	-0.1%

Profiles, looked up by structure. Screens in order: Giardia kill	PKM2 activator	FBPA coupling cs	Chronic BCR inh	Menin MLL FP TR	Tb PFK block	Integrin act MD	PTAP TSG101 blk	GALK inh	ASM inhibitor	B2AR arrestin
CC(C)n1cc(/C=N\NC(=O)c2cc3c(ccc4ccccc43)o2)c2ccccc21 reads 9	11%	-2	4%	?	-1%	27%	1%	1%	-2%	-1.7%
Cc1ccc(NC(=O)/C(=C\c2cccnc2)NC(=O)c2ccccc2)cc1 reads 6	1%	2	-1%	1%	3%	10%	-1%	6%	.	3.8%

Next section.
SMILES	Giardia kill	PKM2 activator	FBPA coupling cs	Chronic BCR inh	Menin MLL FP TR	Tb PFK block	Integrin act MD	PTAP TSG101 blk	GALK inh	ASM inhibitor	B2AR arrestin
CCC(C)(C)NC(=O)CN(Cc1ccccc1)C(=O)CCC(=O)Nc1nccs1	-3	.	3	3%	1%	0%	22%	-11%	0%	1%	-0.4%
COc1ccc(-n2nnnc2SCC(=O)Nc2cc(OC)c([N+](=O)[O-])cc2C)cc1	-16	-1%	3	-2%	24%	-1%	-19%	0%	1%	-1%	-0.7%
CCN(C[C@H]1N[C@@](C)(C(=O)OC)[C@H]2C(=O)N(Cc3ccccc3)C(=O)[C@@H]12)S(=O)(=O)c1ccccc1	11	.	.	0%	.	0%	3%	-2%	.	3%	0.2%
Cc1noc(C)c1S(=O)(=O)N1CCN(c2ccc(Cl)cc2)CC1	10	.	4	8%	?	-2%	30%	2%	0%	-10%	0.1%
O=C(CCn1c(=S)oc2ccccc21)Nc1ccccc1F	-5	6%	0	0%	13%	0%	-6%	-1%	0%	6%	0.2%
COc1ccc(/C(C)=N\NC(=O)c2ccc(-c3ccccc3)cc2)c(F)c1	17	-2%	1	-8%	1%	2%	15%	6%	-2%	-3%	-0.9%
Cc1cccc(C)c1NC(=O)CCCSc1nnc(-c2ccco2)n1-c1ccccc1	7	8%	7	6%	?	0%	5%	-6%	-2%	-1%	0.1%
Cc1ccc(C)c(S(=O)(=O)c2c[nH]c(=S)[nH]c2=O)c1	-16	.	.	?	.	-9%	-7%	-3%	6%	4%	0.3%
O=C(CNS(=O)(=O)c1c(F)cc(F)cc1Br)OCC(=O)N1CCCC1=O	4	.	.	0%	.	-3%	-9%	0%	.	-2%	-0.1%
CC(C)CC1(C(=O)NCCc2c[nH]c3ccccc23)C=CCN1C(=O)c1ccccc1 (centres undefined)	11	3%&0%	-1&4	0%	7%&-12%	-5%	-31%	2%	.	3%	-3.9%

Already shown: two of the compounds above.
SMILES	Giardia kill	PKM2 activator	FBPA coupling cs	Chronic BCR inh	Menin MLL FP TR	Tb PFK block	Integrin act MD	PTAP TSG101 blk	GALK inh	ASM inhibitor	B2AR arrestin
NC(=O)c1ccsc1NC(=O)CN1C(=O)C2CC=CCC2C1=O (centres undefined)	1	1%	0	5%	-3%	-1%	0%	-1%	-2%	0%	0.2%
O=C(NC1CCCCC1)NC1CCN(CC(=O)N2CCOCC2)CC1	-3	6%	1	8%	-1%	-5%	-2%	-2%	-5%	0%	-0.3%
